ERG Ets-DNA blk: qHTS for Small Molecule Inhibitors of the ERG Ets/DNA interaction | Potency, µM (top dose mostly 76.9 µM), for the others: at the highest dose FP activity, negative = inhibition, actives largely listed as inhibitors | fluorescence polarization, His-ERG Ets domain / labelled DNA | 0.028% of 370,000 active; active means well fitted inhibition curve with a large enough effect in the polarisation, with a control signal flat; inconclusive means small, poorly fitted or top-dose-only effect, or effect the other way, or a change in a side signal; inactive means no such curve, though single readings can be large or run the other way; the % refers to the polarisation;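 further: polarization taken with two DNA probes labelled with fluorescein and Texas red; potency means the concentration at half of the fitted maximal effect; % of control where 0% means no effect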
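His-tagged ERG Ets domain (1 uM in the protein solution; 300mM KCl, 50mM Tris-HCl, 1mM EDTA, 1mM DTT, pH 7.5) received compound, then a probe mix of 5 nM fluorescein-DNA and 100nM Texas-615-DNA. Fluorescence polarization was read for both dyes.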
Anesthetic bind: qHTS Assay for Identification of Novel General Anesthetics | Ferritin light chain (Equus caballus), P02791 | apoferritin/1-aminoanthracene competitive binding, fluorescence | Potency, µM (top dose mostly 77.5 µM), without a hit: top-dose activity change, negative = displacement, hits mostly inhibitors | 0.074% of 350,000 active; further: potency means the concentration at half of the fitted maximal effect; on the % scale 0 is the no-effect control and ±100 the full control effect; nearly all actives have a fitted effect of over 20% in size
Target sequence (P02791 2-175 limits assumed): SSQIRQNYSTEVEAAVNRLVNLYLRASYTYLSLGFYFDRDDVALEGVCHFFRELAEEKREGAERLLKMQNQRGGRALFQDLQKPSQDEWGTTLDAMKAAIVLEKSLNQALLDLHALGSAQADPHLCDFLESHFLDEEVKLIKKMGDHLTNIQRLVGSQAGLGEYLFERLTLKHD
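Apoferritin-based anesthetic binding model; compound displacement of fluorescent 1-AMA measured as endpoint fluorescence after 10 minutes at room temperature, scaled to free-ligand and complex controls.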
Pol beta inh: qHTS Assay for Inhibitors of DNA Polymerase Beta | P06746 | Pol beta primer extension/strand displacement, fluorescence kinetic | Potency, µM (doses to about 114 µM), inactives show at the highest dose activity change, negative = inhibition, actives largely listed as inhibitors | 1.3% of 340,000 active; further: potency means the concentration at half of the fitted maximal effect; on the % scale 0 is the no-effect control and ±100 the full control effect
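Pol beta (10 nM) was preincubated with compound for 15 min at room temperature. The reaction was then started with 50 nM substrate and read immediately and after a further 10 min at room temperature.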
TRHR agonist: qHTS for Small Molecule Agonists and Allosteric Enhancers of Human TRH Receptor: Primary Screen for Agonists; AID 493084, 2011; Thyrotropin-releasing hormone receptor (Homo sapiens), P34981; activation, % at 2 µM; TRHR cells, calcium flux fluo-8, FDSS agonist mode; 0.18% of 360,000 active; in the data active means activation above about 30%; further: 0% is about no effect
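In this calcium-flux screen, cells bearing human TRHR are dye-loaded with fluo-8, baselined for 10 cycles, then exposed to library compounds; positive kinetic calcium responses during the agonist phase mark hits, with TRH as control.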
BLM inh: qHTS Assay for Inhibitors of Bloom's syndrome helicase (BLM) | Potency, µM (series often up to 56.1 µM), for inactives: at the top dose activity change, negative = inhibition, hits mostly inhibitors | RecQ-like DNA helicase BLM (Homo sapiens), P54132 | recombinant BLM DNA unwinding, fluorescence dequenching | 0.2% of 350,000 active | AID 2528, 2010;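 further: potency means the concentration at half of the fitted maximal effect; plate controls were vehicle for no effect and no enzyme for full effect; nearly all actives have a fitted effect of over 35% in size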
Pol iota inh: qHTS for Inhibitors of Polymerase Iota; DNA polymerase iota (Homo sapiens), Q9UNA4; Potency, µM (highest dose often 115 µM), for the others: at the highest dose activity, negative = inhibition, usual class: inhibitors; AID 588590, 2011; Pol iota fluorescent replication assay, 10 min; 1% of 390,000 active; further: potency means the concentration at half of the fitted maximal effect
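Fluorescent replication assay read twice, at 0 min and 10 min after adding 50 nM (final) substrate. Enzyme (10 nM) and compounds were first incubated 15 min at room temperature; enzyme-free buffer wells were negative controls.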
APEX1 inh: qHTS Assay for Inhibitors of the Human Apurinic/apyrimidinic Endonuclease 1 (APE1); DNA repair nuclease/redox regulator APEX1 (Homo sapiens), P27695; recombinant APE1, TAMRA/BHQ-2 abasic DNA cleavage fluorescence; Potency, µM (highest dose often 65.8 µM), without a hit: at the top dose activity change, negative = inhibition, most hits filed as inhibitors; 0.35% of 350,000 active; AID 2517, 2012;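 further: potency means the concentration at half of the fitted maximal effect; plate controls were vehicle for no effect and reference inhibitor for full effect; nearly all actives have a fitted effect of over 55% in size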
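Enzyme (0.75 nM final) and test compound are incubated 15 min at room temperature before adding 50 nM quenched THF abasic-site duplex. Cleavage dequenches TAMRA, followed at 525/598 nm over three reads one minute apart.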
Pol kappa inh: qHTS for Inhibitors of Polymerase Kappa; purified Pol kappa, fluorescent DNA synthesis assay, 10 min; Potency, µM (top dose mostly 107 µM), for the others: at the highest dose activity, negative = inhibition, actives largely listed as inhibitors; 0.53% of 400,000 active; AID 588579, 2011; further: potency means the concentration at half of the fitted maximal effect; on the % scale 0 is the no-effect control and ±100 the full control effect
Target sequence (Q9UBT6 whole entry, looked up): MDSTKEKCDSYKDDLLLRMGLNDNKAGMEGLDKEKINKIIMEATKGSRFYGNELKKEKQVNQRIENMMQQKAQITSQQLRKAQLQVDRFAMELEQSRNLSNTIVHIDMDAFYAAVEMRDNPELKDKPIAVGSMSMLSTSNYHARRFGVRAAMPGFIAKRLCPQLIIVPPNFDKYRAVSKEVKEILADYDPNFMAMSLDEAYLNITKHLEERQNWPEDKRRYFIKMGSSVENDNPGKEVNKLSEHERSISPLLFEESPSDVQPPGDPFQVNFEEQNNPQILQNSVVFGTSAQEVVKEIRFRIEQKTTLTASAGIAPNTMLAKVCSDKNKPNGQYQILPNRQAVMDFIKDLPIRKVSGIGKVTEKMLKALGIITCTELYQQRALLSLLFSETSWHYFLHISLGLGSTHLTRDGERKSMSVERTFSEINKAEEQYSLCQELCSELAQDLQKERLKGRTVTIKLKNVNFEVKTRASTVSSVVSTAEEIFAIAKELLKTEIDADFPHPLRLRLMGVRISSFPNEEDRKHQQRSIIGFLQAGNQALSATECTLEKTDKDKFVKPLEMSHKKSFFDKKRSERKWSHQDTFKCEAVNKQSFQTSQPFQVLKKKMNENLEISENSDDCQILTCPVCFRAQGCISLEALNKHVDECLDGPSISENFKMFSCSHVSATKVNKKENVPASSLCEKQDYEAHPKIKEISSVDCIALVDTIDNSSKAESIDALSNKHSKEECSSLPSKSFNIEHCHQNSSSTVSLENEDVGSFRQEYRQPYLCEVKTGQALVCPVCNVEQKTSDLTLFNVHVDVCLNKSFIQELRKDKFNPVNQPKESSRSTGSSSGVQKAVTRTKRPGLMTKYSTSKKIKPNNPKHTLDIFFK
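Pol kappa 10 nM + cpd, 15 min RT; start w/ substrate 50 nM final; fluorescence kinetic read, 0 and 10 min. Neg ctrl: buffer, no enzyme.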
12-LOX inh: Primary qHTS assay for inhibitors of human arachidonate 12S-lipoxygenase (ALOX12): Round 2. Polyunsaturated fatty acid lipoxygenase ALOX12 (Homo sapiens), P18054. purified 12hLO, xylenol orange hydroperoxide absorbance. Potency, µM (top dose mostly 108 µM), without a hit: top-dose activity change, negative = inhibition, actives largely listed as inhibitors. 1.1% of 580,000 active. AID 1671190, 2021; further: potency means the concentration at half of the fitted maximal effect; on the % scale 0 is the no-effect control and ±100 the full control effect
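Hydroperoxide product was detected by ferrous iron/xylenol orange as the 573 to 405 nm absorbance ratio. Arachidonic acid at 40 uM (final) was turned over for 30 min at room temperature by 150 nM human 12hLO, pH 7.0 Hepes buffer, after 15 min compound preincubation.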
* marks the source's active call; other numbers are inactive results; ? = inconclusive; / = not tested or not shown; [ ] = another dose, or the depositor's remark. Unless noted, the call rests on the fitted dose curve; in most records, active means well fitted curve in the direction sought with a large enough effect; inconclusive means small, poorly fitted or top-dose-only effect, or another doubt; inactive means no such curve, though single readings can be large; an effect the other way counts as inactive or inconclusive. Not all compounds are listed; count on the stated rates, not on these rows.

SMILES	ERG Ets-DNA blk	Anesthetic bind	Pol beta inh	TRHR agonist	BLM inh	Pol iota inh	APEX1 inh	Pol kappa inh	12-LOX inh
CC(=O)Nc1ccc(C(=O)OCC(=O)N2CC3(C)CC2CC(C)(C)C3)cc1 (stereo not drawn)	13%	/	/	/	/	7%	-15%	4%	-19%
CCOC(=O)c1cnn(CCOC(=O)c2ccc(OC)cc2)c1NC(=O)c1ccc(OC)cc1	-12%	-2%	-10%	-0.9	-4%	5%	17%	-10%	2%
COc1ccc(N(CC(=O)N/N=C(\C)c2ccc(OC)c(OC)c2)S(=O)(=O)c2ccccc2)cc1	1%	-18%	4%	-0.1	-1%	55%[activator]	56%[activator]	-15%	0%
CN(Cc1ccccc1)C(=O)CSc1nnc(-c2ccco2)n1-c1ccccc1	2%	-16%	4%	-0.4	-4%	16%	12%	0%	-17%
CC1CCC(C(C)C)C(=O)/C1=C/c1ccc(N)cc1 (stereo not drawn)	-21%	?	-5%	-0.1	-9%	53%[activator]	-4%	-12%	-13%
COc1ccccc1C(=O)N1CCN(c2ccc(N3CCOCC3)nn2)CC1	8%	/	/	-0.9	/	-2%	20%	-3%	-9%
CC(=O)N1c2ccc(S(=O)(=O)N3CCC(C(=O)NC4CCCCC4C)CC3)cc2CC1C (stereo not drawn)	3%	-8%	22%	-1.5	-2%	-1%	52%[activator]	-22%	13%
COc1ccc(S(=O)(=O)N(CCc2ccccc2)CC(=O)Nc2cc(C)ccc2C)cc1	5%	105%[activator]	-2%	2.2	-10%	-28%	/	-7%	?
Cc1cccc2sc(NNC(=O)C3=COCCO3)nc12	6%	-11%	1%	-0.1	-5%	77%[activator]	-5%	-21%	4%
O=C(CSc1ccc(-c2ccccn2)nn1)N1CCc2ccccc21	-7%	-4%	27%	0.2	7%	94%[activator]	10%	0%	0%
COc1ccc2cc(C(=O)N/N=C/c3sc4ccccc4c3O)ccc2c1	1%	-12%	13%	33*	-5%	14%	-4%	-1%	?
CCOc1ccc(-c2nnn(CC(=O)N3CCCC(C)C3)n2)cc1 (stereo not drawn)	0%	-23%	18%	0.4	-2%	49%[activator]	17%	-5%	19%
Cc1nc(N2CCc3ccccc3C2)[nH]c(=O)c1Cc1ccccc1	-16%	-1%	3%	-1.6	7%	-25%	7%	-6%	-15%
CCOC(=O)c1cc(C)n(CC2CCC(C(=O)Nc3ccc(C)cc3)CC2)c1C (stereo not drawn)	0%	-1%	-5%	0.5	-11%	-8%	/	1%	-18%
CCCc1nnc(NC(=O)Cn2cnc3ccccc3c2=O)s1	/	-4%	4%	-0.1	0%	1%	?	-25%	-7%
COc1ccc2c(C=O)c[nH]c2c1	21%	-3%	0%	-0.6	-10%	165%[activator]	6%	-3%	-10%
Cc1ccc(NC(=O)C2=C(O)c3sccc3N(C)S2(=O)=O)cc1	-3%	-12%	-3%	0.0	2%	20%	-3%	-16%	9%
Nc1ncc2c(n1)CC(c1ccco1)CC2=O (stereo not drawn)	3%	-10%	28%	0.1	-9%	?	?	-14%	0%
COc1ccc(CNC(=O)CNC(=O)[C@@H]2Cc3ccccc3CN2)cc1	2%	-1%	0%	-0.9	2%	21%	12%	-5%	6%
COc1ccc(N2CCN(C(=O)c3ccc4c(c3)NC(=O)C(CSCc3c(F)cccc3Cl)N4)CC2)cc1 (stereo not drawn)	/	?	14%	0.1	-7%	/	8%	/	/
COc1ccc(OC)c(CCNC(=O)C(C)n2c(C)c3cnn(-c4ccccc4)c(=O)c3c2C)c1 (stereo not drawn)	0%	-4%	25%	-1.2	-1%	-2%	/	-1%	-14%
C=CCn1cnc2c(NCc3ccccc3)ncnc21	-1%	-5%	0%	-0.6	1%	4%	3%	-4%	-12%
Cc1ccc(C(=O)N2CCN(c3ncccn3)CC2)o1	-13%	-6%	19%	-0.3	-2%	9%	1%	-4%	9%
COc1ccc(/C(C)=N/NC(=O)c2nnn(-c3nonc3N)c2-c2ccccc2)cc1	8%	-11%	?	16	-14%	-18%	-2%	-21%	-9%
Cc1ccc(C(c2nnnn2C(C)(C)C)N2CCN(C3CCCC3)CC2)cc1 (stereo not drawn)	2%	-13%	-20%	-0.2	-1%	-7%	3%	1%	-24%
O=C(Nc1cccnc1)c1cccc([N+](=O)[O-])c1	-2%	-12%	16%	0.4	-3%	-11%	-3%	-1%	-11%
CCN(c1ccc(Cl)cc1)S(=O)(=O)c1nnc(NC(=O)c2ccccc2C)s1	-1%	-15%	-8%	0.0	0%	-7%	/	-9%	-16%
COc1cccc(-c2nc(-c3cccs3)no2)c1	0%	-20%	0%	0.1	-5%	32%[activator]	-5%	-10%	3%
COc1ccccc1CNC(=O)CSc1nnc(C)c2c(C)n(-c3ccccc3)nc12	0%	-14%	-27%	-0.5	-2%	-1%	/	-24%	-25%
CCOc1ccc(N2Cc3ccccc3C2)cc1	/	-24%	33%	-0.3	-12%	59%[activator]	7%	-6%	-3%[57.4 µM]
Cc1ccccc1NC(=O)c1c(C)oc2ccc(O)c(CN3CCCCCC3)c12	-14%	0%	?	-1.1	4%	-11%	/	0%	-23%
O=C(c1ccc(-c2nc3ccccc3s2)o1)N1CCN(c2ccccc2O)CC1	37%[activator]	?	-12%	3.0	-7%	5%	9%	1%	-14%
O=Cc1cn(CC(=O)N2CCc3ccccc32)c2ccccc12	-4%	-6%	7%	0.9	-2%	70%[activator]	3%	-13%	-15%
CCCNC(=O)COC(=O)c1ccccc1OCc1ccc(Cl)cc1	-1%	-18%	4%	1.9	-3%	?	-3%	-13%	?
Cc1cc(-c2cc(C)c(N)cc2C)c(C)cc1N	7%	/	/	/	/	-24%	/	-3%	-16%
Cc1ccc(C(=O)NNC(=O)C2CCN(C(=O)OC(C)(C)C)CC2)cc1	-1%	-6%	17%	0.0	-7%	2%	68%[activator]	18%	?
Cc1cccc2cc3c(N)c(C(=O)Nc4ccc(N5CCOCC5)cc4)sc3nc12	/	-12%	-24%	7.4	-1%	-1%	-5%	-2%[60.1 µM]	-17%
CCc1ccc(NC(=O)c2sc3nc(C)cc(C)c3c2NC(=O)c2ccccc2)cc1	-1%	5%	0%	-3.9	-3%	-12%	/	-22%	-13%
O=C(NC1CCCC1)c1cc2nc(-c3ccco3)cc(C(F)(F)F)n2n1	-3%	-1%	13%	0.2	-8%	9%	20%	-10%	-18%
COc1cc(/C=C/C(=O)OCC(=O)N(C)C2CCS(=O)(=O)C2)ccc1OC(F)F (stereo not drawn)	1%	0%	3%	0.8	1%	20%	-11%	-1%	?
O=C(Cc1ccccc1)NC1c2ccccc2-c2ccccc21	-5%	11%	17%	0.6	5%	13%	2%	3%	-8%
COC(=O)/C(=N/Nc1ccccc1)N1CCCc2ccccc21	-5%	-15%	-29%	-0.3	-11%	3%	-9%	-20%	?
CCc1ccc2oc(-c3ccc(NC(=O)c4cc5ccccc5o4)cc3)nc2c1	1%	-6%	1%	0.0	-4%	-4%	/	-1%	-27%
CN1C(=S)N(c2ccccc2)C(=O)/C1=C/c1ccco1	5%	1%	17%	0.3	2%	12%	?	-14%	?
CC(=O)Nc1ccccc1-c1nc2ccccc2n(CC(=O)Nc2cccc(C(F)(F)F)c2)c1=O	-5%	0%	10%	1.3	-3%	-12%	/	-15%	-26%
Cc1nc2cc(-c3ccccc3)ccc2o1	0%	?	-26%	-0.7	-5%	-9%	-2%	-6%	7%
Cc1ccc2c(c1)N(C(=O)CCC(=O)NCc1cccnc1)CCO2	-2%	-14%	-16%	-0.5	-2%	-10%	12%	2%	28%
COc1ccc(CNC(=O)CCC(=O)N2CCN(C(C)=O)CC2)cc1	0%	-10%	16%	-0.3	-1%	52%[activator]	-2%	-11%	39%[activator]

2 of the compounds above, with values under each structure.
Order of values – ERG Ets-DNA blk, Anesthetic bind, Pol beta inh, TRHR agonist, BLM inh, Pol iota inh, APEX1 inh, Pol kappa inh, 12-LOX inh
> CCc1ccc2oc(-c3ccc(NC(=O)c4cc5ccccc5o4)cc3)nc2c1
 : 1%, -6%, 1%, 0.0, -4%, -4%, /, -1%, -27%
> CN1C(=S)N(c2ccccc2)C(=O)/C1=C/c1ccco1
 : 5%, 1%, 17%, 0.3, 2%, 12%, ?, -14%, ?

Following part:
SMILES	ERG Ets-DNA blk	Anesthetic bind	Pol beta inh	TRHR agonist	BLM inh	Pol iota inh	APEX1 inh	Pol kappa inh	12-LOX inh
O=C(NC1C/C(=N/O)c2cc3c(cc21)OCO3)C(F)(F)F (stereo not drawn)	-6%	-2%	43%	1.2	0%	16%	9%	4%	2%
COc1ccc(OC)c(NC(=O)CCN2CCN(c3ccccc3F)CC2)c1	-9%	-20%	9%	-2.1	5%	10%	-10%	-6%	-13%
COc1ccc(CCNC(=O)CCSc2nc(-c3ccco3)cc(C(F)(F)F)n2)cc1	-2%	-16%	2%	-1.4	-4%	-11%	1%	-18%	0%
CCOc1cc(NC(=O)c2ccco2)c(OCC)cc1NC(=O)c1ccco1	19%	-1%	14%	0.3	-5%	31%	11%	7%	6%
O=C1COc2ccc(S(=O)(=O)N3CCC(C(=O)NCc4ccccc4)CC3)cc2N1	1%	-4%	18%	0.0	2%	23%	36%	-2%	-6%

High-throughput results: PubChem, National Center for Advancing Translational Sciences (NCATS)
